CD40 NFkB inh = inhibitors of CD40-induced NF-kB signaling, primary screen, BL2 cells, luciferase reporter, single point. CD40L-induced, 4 h. inhibition, % at 10 µM. actives 0.94% (n = 83,000). AID 1053188, 2014;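 active = mean inhibition of at least 50% with a set share of replicates also reaching that level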;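 note: 0% = neutral control wells and 100% = IKK inhibitor VII at 50 µM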
* marks the source's active call; other numbers are inactive results; [ ] = remark or other dose. The list is partial. The share of hits here may be higher or lower than overall.

Structure,CD40 NFkB inh
O=C(COC(=O)C1CC2C=CC1C2)Nc1c(Br)cc([N+](=O)[O-])cc1Br (stereo not drawn),-13.2
N#Cc1ccc(-c2ccc3c(c2)[C@@H]2[C@@H](CCN2C(=O)C2CC2)[C@H](CO)N3)cc1,2.4
CN1CCN(C(=O)c2cc3c(c(-c4cccc(C5=CCCC5)c4)n2)[C@@H](CCO)N([S@](=O)C(C)(C)C)C3)CC1,-18.5[25 µM]
Cc1ccc(C(=O)CN2C(=O)C(C)Oc3ccccc32)cc1 (stereo not drawn),-17.6
Cc1ccc(S(=O)(=O)N(C)C[C@@H]2OCCCC[C@H](C)Oc3ccc(NS(=O)(=O)c4ccccc4)cc3C(=O)N([C@H](C)CO)C[C@@H]2C)cc1,2.7
CN(CC(=O)Nc1cccc(F)c1)C(=O)c1cn2ccccc2n1,12.3
CCNC(=O)C[C@H]1CC[C@@H]2[C@H](COC[C@@H](O)CN2C(=O)C2CCCC2)O1,-1.5[25 µM]
Cc1noc(C)c1COc1ccccc1C(=O)NC(C)CCc1ccccc1 (stereo not drawn),12.4
C[N+](C)(C)C(Cc1c[nH]c2ccccc12)C(=O)[O-] (stereo not drawn),4.3
O=C(Cc1ccccn1)N1CC(=O)N2[C@@H](CO)[C@H](c3ccc(C#CC4CCCC4)cc3)[C@@H]2C1,-4.3
C[C@H]1CN([C@@H](C)CO)C(=O)c2c(c3ccccc3n2C)-c2ccccc2CO[C@@H]1CN(C)S(=O)(=O)c1cccc(F)c1,5.0
CC(C)NC(=O)NC[C@H]1[C@@H](c2ccccc2)[C@@H](CO)N1C(=O)c1ccccc1,-11.8[25 µM]
O=C(C[C@H]1C=C[C@H](NC(=O)Cc2cccnc2)[C@@H](CO)O1)NCc1ccc2c(c1)OCO2,-11.3[25 µM]
CSCC[C@H](NC(=O)Nc1ccc(OC(F)(F)F)cc1)C(=O)O,-1.4
CCCCC(C)n1[nH]c(=O)cc1N (stereo not drawn),12.1
Fc1ccc(-c2ccc(C3[C@H]4CNC[C@@H]3N4Cc3ccccn3)cc2)cc1 (stereo partly drawn),-5.3
Cc1cccc(NC(=O)c2ccccc2SCc2ccc(F)cc2)n1,6.7
Cc1nn(C)cc1CNC(=O)c1cccc(Cl)c1,4.3
C[C@H]1CN([C@@H](C)CO)C(=O)c2cccc(NC(=O)c3ccc(-c4nccs4)cc3)c2O[C@@H]1CN(C)Cc1ccc(Cl)c(Cl)c1,23.3[25 µM]
O=C(NCCS(=O)(=O)N1CCN(c2cccc(Cl)c2)CC1)c1ccc2c(c1)OCO2,7.0
C/C=C/c1ccc([C@H]2[C@@H](CO)N(C(=O)COC)[C@H]2CNC(=O)C2CC2)cc1,-3.4[25 µM]
COCCNC(=O)C[C@@H]1CC[C@@H]2[C@@H](COc3ccc(NS(=O)(=O)c4ccc(Cl)cc4)cc3C(=O)N2C)O1,-9.9[25 µM]
CN(Cc1cccnc1)C(=O)CNC(=O)c1ccc(Cl)cc1Cl,2.6
CCOC(=O)c1cn[nH]c1C(F)(F)F,5.0
CCCCNC(=O)Nc1c(C(=O)OC)[nH]c2ccc(C)cc12,6.7
CCN(C[C@@H]1[C@H](c2ccccc2)[C@@H](CO)N1C(=O)COC)S(C)(=O)=O,-4.0[25 µM]
Cc1cccc(OCCC(=O)OCC(=O)N2c3ccccc3NC(=O)C2(C)C)c1,4.3
N/N=C1\CCCc2nonc21,2.4
COc1ccc(S(=O)(=O)N(C)C[C@H]2Oc3ccc(NS(=O)(=O)c4c(C)noc4C)cc3C(=O)N([C@@H](C)CO)C[C@H]2C)cc1,-1.1[25 µM]
COc1cccc(COC(=O)c2sc3nc4n(c(=O)c3c2C)CCC4)c1OC,-11.2

Carrying on.
Structure,CD40 NFkB inh
CC(C)(C)[S@@](=O)N1Cc2cc(C(=O)N3CCCCC3)nc(-c3cccc(-c4ccc(C#N)cc4)c3)c2[C@H]1CCO,-4.2
O=S(=O)(Nc1ccc2ccccc2n1)c1ccc2c(c1)CCO2,7.4
CCOC(=O)N1Cc2cc3ccccc3nc2C1,-61.9
COc1ccc(C2=NOC(COC(=O)c3ccc4ccccc4n3)C2)cc1 (stereo not drawn),-14.1
CN(C)c1oc(-c2ccco2)nc1C#N,-3.0
COc1ccc(CCn2c(N3CCN(C)CC3)nc3c2c(=O)[nH]c(=O)n3C)cc1,10.6
O=C(C1CCOCC1)N1CC(=O)N2[C@H](C1)[C@H](c1ccc(-c3cccnc3)cc1)[C@@H]2CO,-8.1[25 µM]
O=C(Nc1cccc(F)c1)Nc1ccnn1C1CCN(C(=O)c2ccccn2)CC1,-49.4
O=S(=O)(CC(CN1CCOCC1)N1CCOCC1)c1ccccc1 (stereo not drawn),-0.2
O=S(=O)(NCCSc1ccccc1)c1ccc(F)cc1,0.4
CCC(=O)Nc1ccc(C(=O)N2CCN(C(=O)c3ccco3)CC2)cc1,13.5
COc1cccc(CC(=O)OCC(=O)N(C)CC(=O)Nc2ccc(F)cc2)c1,-1.0
CCN(CC(=O)Nc1ccc(NC(C)=O)cc1)C(=O)C1CCCC1,0.7
CN1C(=O)c2cc(NC(=O)c3cccc(F)c3)ccc2OC[C@H]2O[C@@H](CC(=O)NCC3CC3)CC[C@H]21,2.4
Cc1noc(C)c1NC(=O)N(C)C[C@@H]1OCc2cn(nn2)CCCC(=O)N([C@H](C)CO)C[C@H]1C,3.4[25 µM]
COc1cc(C(=O)Oc2ccc3c(c2)OCC3=O)cc(OC)c1OC,7.8
CCNc1nc2ccccc2[nH]1,21.6
CC(CCC(=O)Nc1nncs1)C(=O)O (stereo not drawn),11.2
CCCC(=O)NCCCc1nc2ccccc2n1CC,13.0
CCN(CC)S(=O)(=O)c1ccc(N2CCCCC2)c(NC(=O)c2ccncc2)c1,7.1
CC(C(=O)N1CCCC1)N1CCN(S(=O)(=O)c2ccc(C(C)(C)C)cc2)CC1 (stereo not drawn),7.6
C[C@H](CO)N1C[C@H](C)[C@H](CN(C)Cc2ccc(Oc3ccccc3)cc2)OCc2ccccc2-c2ccccc2C1=O,57.2*[25 µM]
Cc1cccc(C(=O)NCCC(=O)N2CCc3ccccc3C2)c1,4.0
C[C@H](NC(=O)N(C)C[C@H]1OCc2ccccc2-c2ccccc2C(=O)N([C@H](C)CO)C[C@@H]1C)c1ccccc1,-18.4[25 µM]
CN1C(=O)c2cc(NC(=O)C3CCOCC3)ccc2OC[C@@H]2O[C@H](CC(=O)NCc3ccccc3F)CC[C@H]21,-16.2[25 µM]
CCCC#Cc1ccc([C@H]2[C@@H](CO)N(C(C)=O)[C@H]2CNC(=O)C2CCC2)cc1,10.2[25 µM]
O=C1CCCCn2cc(nn2)COC[C@H](c2ccccc2)N1,0.9
COc1ccc(C(=O)NCC(=O)OCc2c(Cl)cccc2Cl)cc1OC,-0.8
COc1ccc(NC2c3ncccc3C(=O)N2Cc2cccs2)cc1 (stereo not drawn),-5.8
O=C(CCc1nc2ccccc2s1)OCc1ccccc1,10.7

Additional records:
compound | CD40 NFkB inh
Cc1cccc(NC(=O)Cn2c(=O)n(CCC(=O)NC3CCCC3)c(=O)c3ccccc32)c1 | 18.1
CC(=O)Nc1cccc(S(C)(=O)=O)c1 | 7.1
Cc1nn(-c2ccccc2)c(C)c1NC(=O)COC(=O)Cc1ccccc1F | 1.8
CCc1sc(N2[C@H](C#N)[C@H](c3ccccc3-c3ccc(F)cc3)[C@H]2CO)nc1C | 28.6[25 µM]
CC(=NNC(=S)N1CC2CCC(CC2)C1)c1ccccn1 | -16.7
O=C(c1ccco1)N1CCN(C(=O)N2CCCC2)CC1 | 1.9
CS(=O)(=O)N1[C@@H]2c3ccc(-c4cccc(F)c4)c(=O)n3C[C@H]1[C@H](CO)[C@H]2C(=O)N1CCCCC1 | 5.7[25 µM]
O=C(C1CCCN(S(=O)(=O)c2ccccc2)C1)N1CCCCCC1 (stereo not drawn) | 9.6
O=C(COc1ncnc2scc(-c3ccc(F)cc3)c12)NCc1ccco1 | 2.5
CCN(CC)Cc1cc2ccccc2c2c1COC2 | -3.6

Further results
compound | CD40 NFkB inh
Cc1ccc(S(=O)(=O)N(C)C[C@H]2OCc3ccccc3-c3ccccc3C(=O)N([C@@H](C)CO)C[C@H]2C)cc1 | 10.6
COc1ccc(S(=O)(=O)N2CCOCC2)cc1NC(=O)c1ccc(OCC(C)C)c(OC)c1 | -13.8
Cc1ccc(S(=O)(=O)NC(CC(=O)NC2CCCC2)c2ccco2)cc1 (stereo not drawn) | 10.6
Cc1ccc(OC(=O)c2ccc3c(=O)n4c(nc3c2)CCC4)cc1 | -22.0
COc1cccc(C(=O)Oc2cc(-c3ccccc3)no2)c1 | 5.4
O=C(NCCc1ccccc1)[C@@H]1[C@@H](CO)[C@@H]2Cn3c(ccc(-c4cccc(F)c4)c3=O)[C@H]1N2 | -5.3[25 µM]
CCc1cc(C(=O)Nc2nnc(C3CC3)s2)sc1C | -32.0
O=C(Nc1ccccc1)N1CCN(C(=O)Nc2ccccc2)CC1 | 0.9
COc1ccc(-c2ccc([C@@H]3[C@H](C#N)N(C(=O)C4CCC4)[C@H]3CO)cc2)cc1 | 7.1
COc1ccccc1CCn1cnc2c3cc(C)ccc3n(C)c2c1=O | -15.5

Continued.
compound | CD40 NFkB inh
c1ccc2oc(SCc3cn4ccsc4n3)nc2c1 | -79.6
CCn1ccnc1CN(C)Cc1nc(Cc2cccc(C(F)(F)F)c2)no1 | 14.9
CCCn1c(=O)c(C)cn2nc(N)nc12 | 12.8[25 µM]
COc1ccc(S(=O)(=O)Nc2ccc(N3CCOCC3)nc2)cc1 | -3.9
COc1cccc(OC)c1C(=O)Nc1ccc(CN2CCCCC2)cc1 | -3.2
O=S(=O)(NCc1cccnc1)c1ccc2c(c1)OCCO2 | 12.0
CCS(=O)(=O)N1CCN(C(=O)CC(C)C)CC1 | 6.0
CN1CCN(CCCNC(=O)c2nnc(Cc3c(F)cccc3Cl)o2)CC1 | -7.9
CN(C)CC(=O)N1[C@H](C#N)[C@@H](c2ccccc2-c2ccccc2F)[C@H]1CO | -4.0[25 µM]
O=C(COC(=O)CNC(=O)c1ccc(Br)o1)Nc1ccc2c(c1)OCCO2 | -3.1

Other results:
compound | CD40 NFkB inh
COc1ccc(NC(=O)CN(C)C(=O)c2c(C)nn(Cc3ccccc3)c2C)cc1 | 3.0
COc1cccc(CNC(=O)Cc2ccc(-n3c(=O)[nH]c4ccccc4c3=O)cc2)c1 | 1.6
O=C(Nc1cccc(NC(=O)c2ccccc2)n1)c1ccccc1 | -3.5
Cc1cc(C(=O)NC(C)C)on1 | 7.2
O=C(C1CCCC1)N1[C@@H](CO)[C@@H]2c3ccccc3N(S(=O)(=O)c3ccccc3)C[C@@H]21 | 6.5
O=C(Cn1cc(C(F)(F)F)cc(Cl)c1=O)Nc1cc(Cl)cc(Cl)c1 | 6.9
CO[C@H](C(=O)N(C)C[C@H]1OCc2ccccc2-c2c(n(C)c3ccccc23)C(=O)N([C@H](C)CO)C[C@H]1C)c1ccccc1 | 3.8[25 µM]
Nc1nc(SCC(=O)Nc2cccc(F)c2)n[nH]1 | -2.8
CCCCNC(=O)C1(C)CCN1C(=O)c1ccc(C)c(F)c1 (stereo not drawn) | 2.6
CC1CN(C(=O)COc2ncnc3ccccc23)CC(C)O1 (stereo not drawn) | 16.7

Next part.
compound | CD40 NFkB inh
O=C(NN=Cc1c[nH]c2ccccc12)NN=Cc1c[nH]c2ccccc12 | -84.5
COc1cccc(-c2nc(-c3ccc(NC(=O)c4ccncc4)cc3)no2)c1 | 5.5
Cc1ccc(C(=O)Nc2c(C)n(C)n(-c3ccccc3)c2=O)cc1S(=O)(=O)N1CCCCC1 | 10.1
CCn1cc(-c2ccnc3cc(C(=O)O)nn23)c(C)n1 | 7.1
c1ccc(Cc2nnc3n2CCCCC3)cc1 | 15.0
CCOC(=O)C1(CCCc2ccccc2)CCN(Cc2cnc(C)s2)CC1 | 3.9
COc1ccc2c3c(n(C)c2c1)[C@H](CO)N(S(C)(=O)=O)CC31CCN(CC2CCCCC2)CC1 | 16.2[25 µM]
Cc1c(C)n(C)c2ccc(C(=O)Nc3cccc4ccccc34)cc12 | -21.9
O=C(CNC(=O)c1ccccc1)NCC(=O)OCc1ccccc1Cl | 2.1
Cc1ccc(OCC(=O)N(Cc2ccccc2)c2ccccn2)cc1 | 4.6

Quoted at random: seven records from the list, in no set order.
compound | CD40 NFkB inh
Cc1ccc(OC(=O)c2ccc3c(=O)n4c(nc3c2)CCC4)cc1 | -22.0
Cc1ccc(OCC(=O)N(Cc2ccccc2)c2ccccn2)cc1 | 4.6
O=C(NCCc1ccccc1)[C@@H]1[C@@H](CO)[C@@H]2Cn3c(ccc(-c4cccc(F)c4)c3=O)[C@H]1N2 | -5.3[25 µM]
COc1ccc2c3c(n(C)c2c1)[C@H](CO)N(S(C)(=O)=O)CC31CCN(CC2CCCCC2)CC1 | 16.2[25 µM]
O=C(Nc1cccc(NC(=O)c2ccccc2)n1)c1ccccc1 | -3.5
CCOC(=O)N1Cc2cc3ccccc3nc2C1 | -61.9
Nc1nc(SCC(=O)Nc2cccc(F)c2)n[nH]1 | -2.8

Following part
compound | CD40 NFkB inh
N#Cc1cccc(NC(=O)Cn2cnc(S(=O)(=O)N3CCOCC3)c2)c1 | 11.5
COc1ccc(CNC(=O)CSc2ncnc3ccccc23)cc1OC | 14.9
C[C@@H]1CN([C@H](C)CO)C(=O)CCCn2cc(nn2)CO[C@@H]1CN(C)C(=O)Nc1ccc2c(c1)OCO2 | -7.8[25 µM]
C[C@@H](O)C#Cc1ccc([C@H]2[C@H]3CN(C(=O)c4cccc(F)c4)CCCCN3[C@H]2CO)cc1 | 2.3[25 µM]
Cc1ccccc1-c1ccccc1[C@@H]1[C@H](C#N)N(C(=O)c2ccccc2)[C@H]1CO | 17.0[25 µM]
CC(C)NC(=O)N1[C@H](CO)[C@H](c2ccccc2)C12CN(C(=O)c1ccccn1)C2 | 0.3[25 µM]
COc1cc(Cl)c(C)cc1NC(=O)CCCN1C(=O)CCC1=O | 6.3
CCCCCCCCCC(=O)OCC(O)CO (stereo not drawn) | 2.0
CCCC(C)C(=O)Nc1ccc(NC(C)=O)cc1 (stereo not drawn) | -2.5
Cc1ccccc1NC(=O)CCCSc1nc2ccccc2s1 | -24.9
Cc1nc([N+](=O)[O-])cn1CC(O)c1ccc(-c2ccccc2)cc1 (stereo not drawn) | 5.9
Cc1ccc(C)n1-c1ncc(Br)cn1 | 11.0
